GAA850 FXN act: frataxin GAA850 promoter activation; 360,000 tested, 0.56% active; activation, % at 6 µM; HEK293 lucGAA850 FXN promoter luciferase reporter, 24 h; percent of 10 µM SAHA response;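 active = activation above the average of all compounds screened plus 3 SD, cutoff fixed separately per campaign, cut at about 7.5% in these data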;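 note: 0% = DMSO wells and 100% = 10 µM SAHA wells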
ssDAF12 agonist: activators of S. stercoralis DAF-12 nuclear receptor; HEK293 ssDAF-12/GRIP1 lit1-tk-luc reporter, luminescence; % of 3 µM dafachronic acid response; activation, % at 6.8 µM; 370,000 tested, 1% active; AID 652126;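 active = activation above the mean over all tested compounds plus 3 SD, cut at about 0.9% in these data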;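 note: 0% = DMSO-only wells and 100% = 3 µM delta7-dafachronic acid wells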
DAX1 inh-1: blocks DAX1 repression of SF-1 activated StAR promoter; HEK293T StAR-luciferase reporter, SF-1/DAX-1 repression relief; inhibition, % at 6.8 µM; 370,000 tested, 1.1% active; AID 652010;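 active = inhibition above the mean over all tested compounds plus 3 SD, cut at about 3.6% in these data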;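 note: 0% = DAX-1 cells with DMSO and 100% = cells lacking DAX-1 with DMSO; higher inhibition means more luminescence from relief of DAX-1 repression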
hcDAF12 agonist: activates DAF-12 receptor from parasite H. contortus; HEK293 hcDAF-12 lit1-tk-luc reporter, luminescence; 0% DMSO, 100% Δ7-dafachronic acid; activation, % at 6.8 µM; 370,000 tested, 1.4% active; AID 652067;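 active = activation above the mean of all tested compounds plus 3 SD, cut at about 5.5% in these data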;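 note: 100% = response to 3 µM Δ7-dafachronic acid high control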
PLCb3 inh: inhibitors of human phospholipase C beta3 | Q01970 | Purified PLC-beta3, fluorogenic substrate, fluorescence | inhibition, % at 12.2 µM | 370,000 tested, 0.18% active; in the data active = inhibition above about 11%;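 note: 0% = median of compound wells on plate and 100% = full blocker control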
DAX1 inh-2: inhibits human nuclear receptor DAX1. AID 504766. P51843. 340,000 tested, 0.99% active. inhibition, % at 6.75 µM. HEK293 Gal4-DAX1 luciferase reporter, luminescence;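 active = inhibition above the mean over all tested compounds plus 3 SD, cut at about 4.2% in these data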;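 note: 0% = DAX1-transfected cells with DMSO and 100% = empty-vector control cells with DMSO; inhibition shows as a rise in luminescence from relieved DAX1 repression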
PLCg1 inh: PLC-gamma1 (human) inhibition, primary screen | 370,000 tested, 0.84% active | inhibition, % at 12.2 µM | purified PLC-gamma1, fluorogenic substrate, fluorescence | AID 720700; in the data active = inhibition above about 9.5%
ADAM10 inh: inhibitors of human ADAM10. O14672. recombinant ADAM10, EDANS/DABCYL FRET peptide cleavage, 3 h. inhibition, % at 7 µM. 370,000 tested, 0.62% active;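 active = inhibition above a per-campaign cutoff equal to the mean of compounds falling between control-based bounds plus 3 SD, cut at about 20% in these data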;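 note: 0% = DMSO wells while the 100% control is not disclosed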
Target sequence (O14672 214-748 limits assumed): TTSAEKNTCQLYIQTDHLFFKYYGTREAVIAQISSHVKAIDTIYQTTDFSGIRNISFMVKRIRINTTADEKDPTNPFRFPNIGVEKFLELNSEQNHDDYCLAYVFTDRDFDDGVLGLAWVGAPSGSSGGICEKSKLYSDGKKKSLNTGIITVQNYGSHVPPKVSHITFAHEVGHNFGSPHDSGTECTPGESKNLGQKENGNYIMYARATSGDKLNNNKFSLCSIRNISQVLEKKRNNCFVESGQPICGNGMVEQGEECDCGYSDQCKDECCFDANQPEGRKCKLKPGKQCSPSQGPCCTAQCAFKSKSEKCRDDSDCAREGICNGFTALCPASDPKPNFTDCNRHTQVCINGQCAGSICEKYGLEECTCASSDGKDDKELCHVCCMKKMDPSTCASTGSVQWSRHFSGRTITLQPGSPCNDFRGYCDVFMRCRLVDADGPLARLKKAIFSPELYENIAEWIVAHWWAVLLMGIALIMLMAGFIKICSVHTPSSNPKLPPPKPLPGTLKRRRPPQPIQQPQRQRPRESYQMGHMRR
hgDAF-12 ag: hgDAF-12 agonism, primary luciferase screen; HEK293 GAL4-hgDAF12 UAS-luciferase reporter, agonist luminescence; normalized to butyrate control; activation, % at 6.8 µM; 370,000 tested, 1.8% active; AID 687014;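 active = activation above a cutoff set at the mean of all screened compounds plus 3 SD, cut at about 10% in these data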;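 note: 0% = DMSO wells and 100% = sodium butyrate wells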
ADAM17 inh: inhibitors of human ADAM17. P78536. recombinant ADAM17, EDANS/DABCYL FRET peptide cleavage. inhibition, % at 6.95 µM. 370,000 tested, 0.83% active. AID 720648;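 active = inhibition above the mean of compounds lying between control limits plus 3 SD, set per campaign, cut at about 8.5% in these data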;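 note: 0% = DMSO-only wells as the low control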
Target sequence (P78536 215-824 limits assumed): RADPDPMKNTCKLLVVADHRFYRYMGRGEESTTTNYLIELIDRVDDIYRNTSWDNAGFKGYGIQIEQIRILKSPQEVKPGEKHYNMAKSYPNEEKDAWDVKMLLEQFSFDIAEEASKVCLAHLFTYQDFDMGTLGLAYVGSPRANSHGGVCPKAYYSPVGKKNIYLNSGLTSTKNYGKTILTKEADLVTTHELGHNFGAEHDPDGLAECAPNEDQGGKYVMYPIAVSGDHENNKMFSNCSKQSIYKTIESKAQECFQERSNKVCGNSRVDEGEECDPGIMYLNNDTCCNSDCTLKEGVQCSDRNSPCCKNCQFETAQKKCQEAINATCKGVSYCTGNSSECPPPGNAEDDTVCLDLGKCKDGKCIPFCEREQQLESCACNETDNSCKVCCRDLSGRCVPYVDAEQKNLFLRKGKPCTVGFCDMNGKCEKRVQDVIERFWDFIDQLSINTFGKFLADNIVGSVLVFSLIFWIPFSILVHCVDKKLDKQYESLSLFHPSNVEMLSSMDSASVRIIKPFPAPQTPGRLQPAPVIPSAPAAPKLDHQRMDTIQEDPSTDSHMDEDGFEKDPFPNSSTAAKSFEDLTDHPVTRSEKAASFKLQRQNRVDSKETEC
HGIII-sPLA2 inh: Blocks human group III sPLA2 activity | Q9NZ20 | AID 743126 | 370,000 tested, 0.56% active | inhibition, % at 12.2 µM | QFRET BODIPY PC-A2 liposome hydrolysis, fluorescence;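 active = inhibition above mean plus 3 SD of compounds lying within the high and low control bounds, cut at about 19% in these data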;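 note: 0% = median of test compound wells and 100% = no enzyme DMSO wells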
Active calls of the source: *; i = inactive; . = not tested or not shown.

SMILES	GAA850 FXN act	ssDAF12 agonist	DAX1 inh-1	hcDAF12 agonist	PLCb3 inh	DAX1 inh-2	PLCg1 inh	ADAM10 inh	hgDAF-12 ag	ADAM17 inh	HGIII-sPLA2 inh
COc1ccc2c(c1)C(C1C(=O)CCCC1=O)c1ccccc1O2 (stereo not given)	0.5	-0.5	-0.3	0.5	-7.5	-1.5	-6.2	-12.3	-0.1	-10.1	3.7
O=C(Nc1ccccc1N1CCCC1)c1ccc(Cl)cc1Cl	2.2	-1.0	-0.3	-0.6	-7.0	0.4	-2.9	5.0	-1.2	-1.8	4.6
CCOc1ccc(NC(=O)CN(C)C(=O)Cc2c[nH]c3ccccc23)cc1OCC	-0.3	0.5	0.0	3.7	-18.3	1.1	-5.4	-16.6	4.4	-8.0	-91.5
Cc1cccnc1NC(=O)Cn1nc([N+](=O)[O-])cc1C	-0.3	-1.0	0.4	-1.0	-5.2	0.5	0.9	2.9	-1.6	0.3	0.9
CC(=O)Nc1ccc(-c2csc(NC(C)c3ccccc3)n2)cc1 (stereo not given)	-0.1	-1.0	-0.1	-0.5	0.0	-1.4	1.2	0.9	-4.3	0.3	-0.5
CC(C)[C@H](NC(=O)c1ccccc1)C(=O)OCC(=O)c1c(N)n(C)c(=O)n(C)c1=O	-0.8	-0.6	0.4	0.3	-4.7	-0.6	-1.8	-11.1	1.8	-1.5	2.1
CCOc1ccc(NC(=O)[C@@H](NC(=O)c2ccccc2Br)C(C)C)cc1	-1.9	-1.4	-0.2	-1.8	0.1	-0.2	0.6	-2.4	0.8	-0.8	-2.7
COc1ccc(NC(=S)Nc2ccc(N)c([N+](=O)[O-])c2)cc1	1.1	-0.6	0.4	4.0	3.9	1.8	0.8	-11.6	3.7	0.1	16.3
Cc1ccc(-n2c(SCc3nc4ccccc4[nH]3)nnc2-c2ccccn2)cc1	.	-1.1	-0.3	-2.5	-2.1	.	-1.0	-8.5	-0.9	2.2	-0.4
COc1cccc(=O)c2c(C)n(C)c(C)c12	-2.6	-1.0	-0.2	-0.2	-14.6	-0.1	-17.9	4.0	3.8	0.6	-5.7
CC(Oc1ccc2c(-c3ccccc3)cc(=O)oc2c1)C(=O)NCCCN1CCOCC1 (stereo not given)	1.6	-1.2	-0.1	-0.1	-17.3	1.0	-7.5	-6.1	-0.7	-1.3	-2.8
CC(C)NC(=O)N(C)C[C@H]1OCCCC[C@@H](C)Oc2ccc(NC(=O)C3CCCCC3)cc2C(=O)N([C@H](C)CO)C[C@@H]1C	0.3	-1.1	0.6	-0.7	1.4	0.4	0.1	-10.8	-1.8	-4.7	2.1
O=C1C[C@@H](c2ccccc2)N=C2N(Cc3ccc4c(c3)OCO4)C/C(=C/c3ccccc3)N12	.	-2.0	-0.3	-3.2	-8.9	.	-5.2	1.0	-3.3	0.9	-2.6
O=C1N=C(N2CCCCC2)S/C1=C\c1ccc(Cl)cc1	2.6	-1.4	0.3	0.0	-1.5	-0.9	3.5	2.6	1.1	-1.8	-4.1
O=C(C(=O)N1CCN(c2ccccc2Cl)CC1)c1c[nH]c2ccccc12	1.6	0.7	-0.3	3.5	-2.1	0.4	1.8	25.9*	-1.4	13.7*	-34.1
O=[N+]([O-])c1ccc(OC[C@@H](O)CN2CCC(C(O)(c3ccccc3)c3ccccc3)CC2)c(Cl)c1	.	-1.3	-0.5	-0.7	1.7	.	8.8	7.2	-0.4	7.0	-8.4
CC(=C/c1ccccc1)/C=N/NC(=O)c1cnccn1	4.3	-0.2	1.2	2.1	-4.0	0.6	-5.4	4.6	8.3	1.4	3.0
CC(=O)C[C@H]1c2cc(C(F)(F)F)ccc2S(=O)(=O)N1c1ccc(N(C)C)cc1	2.2	-0.7	0.1	-0.1	-1.0	0.2	-2.5	1.3	1.7	-2.6	0.1
O=C(Nc1nc2ccccc2[nH]1)c1ccc(Cl)cc1	-4.9	0.3	0.5	5.8*	-13.2	-3.4	-5.9	3.7	9.9	-1.6	16.2
COc1ccccc1C1CCN(C(=O)c2ccco2)CC1	-0.9	-1.7	-0.1	-3.4	-8.0	-1.1	0.9	-0.9	-1.9	-2.9	-2.7
CCN(CC)S(=O)(=O)c1ccc(NC(=O)COC(=O)c2c[nH]c(=O)[nH]c2=O)cc1	3.1	-0.6	0.6	2.3	-1.8	-2.8	8.6	2.9	-0.1	8.3	10.1
COc1ccc(C(=O)NC(=S)Nc2ccc(CN3CCOCC3)cc2)cc1Cl	1.3	-1.4	-2.7	-3.4	3.1	-1.4	0.9	4.0	0.1	0.7	-15.6
O=C(NCCN1CCOCC1)c1ccc2c(c1)N(Cc1ccc(Cl)cc1)CCS2	-0.2	-1.7	-0.5	0.1	-286.4	1.4	-171.2	i	8.0	-218.9	6.0
CCCC(=O)Nc1ccc(C(=O)NNC(=O)c2cccc([N+](=O)[O-])c2)cc1	0.3	-1.2	-0.7	0.4	-0.4	.	5.1	4.3	-3.9	-1.4	-0.7
CCOC(=O)[C@]12CCCC=C1N(Cc1ccccc1)C(=O)[C@H](CC(=O)N1CCN(C(=O)c3ccco3)CC1)C2	.	-0.6	0.8	-0.9	-3.8	.	3.8	1.2	-1.4	2.9	0.2

3 structures out of the list, ordered by SMILES length, falling:
SMILES	GAA850 FXN act	ssDAF12 agonist	DAX1 inh-1	hcDAF12 agonist	PLCb3 inh	DAX1 inh-2	PLCg1 inh	ADAM10 inh	hgDAF-12 ag	ADAM17 inh	HGIII-sPLA2 inh
CC(=O)C[C@H]1c2cc(C(F)(F)F)ccc2S(=O)(=O)N1c1ccc(N(C)C)cc1	2.2	-0.7	0.1	-0.1	-1.0	0.2	-2.5	1.3	1.7	-2.6	0.1
O=C(Nc1nc2ccccc2[nH]1)c1ccc(Cl)cc1	-4.9	0.3	0.5	5.8*	-13.2	-3.4	-5.9	3.7	9.9	-1.6	16.2
COc1cccc(=O)c2c(C)n(C)c(C)c12	-2.6	-1.0	-0.2	-0.2	-14.6	-0.1	-17.9	4.0	3.8	0.6	-5.7

(listing goes on)
SMILES	GAA850 FXN act	ssDAF12 agonist	DAX1 inh-1	hcDAF12 agonist	PLCb3 inh	DAX1 inh-2	PLCg1 inh	ADAM10 inh	hgDAF-12 ag	ADAM17 inh	HGIII-sPLA2 inh
Cc1ccccc1CNC(=O)CC1C(=O)NCCN1CC1CCCCC1 (stereo not given)	1.1	-0.8	0.1	-1.9	-4.4	-0.7	-4.6	-19.6	-2.7	-4.0	-4.4
CC1CN(c2nc(-c3ccccc3)nc3ccccc23)CC(C)O1 (stereo not given)	5.3	-1.4	-1.6	-1.6	-19.9	-0.1	-5.0	4.1	1.6	-0.8	4.8
COc1ccc(-c2csc(NC(=O)c3nc(-c4ccccc4)oc3C)n2)cc1	3.4	-0.1	0.2	-0.9	-3.1	-0.4	2.0	0.8	0.7	-3.6	-1.6
COc1c([N+](=O)[O-])c(=O)n(-c2ccccc2)c2ccccc12	2.5	-1.6	0.3	-0.1	-4.1	0.5	-4.1	-6.2	0.9	1.5	0.9
Cc1nc(S/C(=C/c2ccc(OCc3ccc(C(=O)O)cc3)cc2)C(=O)O)n[nH]1	0.6	-1.4	-1.0	-0.5	-11.3	-1.7	4.7	5.1	-3.2	0.6	-20.3
COc1ccc(S(=O)(=O)N2CCC(C)CC2)cc1Br	-2.1	-0.7	-0.3	-0.9	-1.4	-1.1	-1.1	7.9	1.9	-0.3	-10.4
Cc1cc(N2C(=O)C(O)=C(C(=O)c3cccs3)C2c2ccccc2)no1 (stereo not given)	0.9	-0.3	-0.5	1.3	-12.0	-0.2	-8.7	6.9	1.1	2.5	-3.3
O=C(CC1C(=O)OCC2CCCCN21)Nc1ccccc1C(F)(F)F (stereo not given)	0.2	-1.2	0.3	0.3	-5.4	0.1	0.4	-1.6	-0.1	1.8	0.4
COc1cc(CN2CCNC(=O)C2CC(=O)N(C)CCC2CCOCC2)cc(OC)c1 (stereo not given)	0.9	-1.2	0.2	0.5	-23.5	-0.5	-10.1	-15.5	2.6	-5.8	3.1
CCCn1nc(C(=O)OCC(=O)NC(C)c2ccccc2)c2ccccc2c1=O (stereo not given)	-1.5	-0.4	-1.1	1.6	-2.6	0.8	-1.9	-9.7	-1.6	-6.4	6.9
CCCN1C2CCCC1CC(NC(=O)c1cccc([N+](=O)[O-])c1)C2 (stereo not given)	1.2	-0.7	-0.1	0.9	-4.8	-0.4	0.1	6.3	1.3	3.5	-2.2
Clc1ccc(NC2=NCCCCC2)cc1	-1.1	-1.1	0.1	-0.5	0.4	1.1	-0.1	-10.3	-0.1	-3.1	4.6
COc1ccccc1C(=O)NNc1ncc(C)s1	0.5	-1.9	0.1	-0.5	-3.6	-0.3	-4.5	-29.8	-3.3	-3.6	-1.1
CC(=O)C1=C(C)Nc2ncnn2C1c1ccc(C)cc1 (stereo not given)	-0.3	-0.9	0.6	-0.2	-0.2	-0.2	1.8	-0.4	-0.9	-3.9	-1.1
N#C/C(=C/c1cn(-c2ccccc2)nc1-c1cccc(OCc2ccccc2)c1)C(=O)NCCCn1ccnc1	1.1	-1.0	-0.9	-3.4	-38.9	-1.6	-34.4	-1.5	1.6	-0.5	-18.6
NC(=O)NC(=O)C(Nc1ccc2c(c1)CCC2)c1ccccc1 (stereo not given)	3.2	-0.8	-0.4	-1.0	-8.1	0.5	-4.0	-6.6	-0.8	-3.8	4.7
C=CC[C@H](CC(=O)N(CCO)Cc1ccccc1)C(=O)N[C@H](COC(=O)[C@H](CC=C)CC(=O)OC(C)(C)C)Cc1c[nH]c2ccccc12	-3.9	-1.1	-2.1	0.3	-1.5	-1.1	0.1	9.3	-2.0	7.8	-101.3
O=C(CSc1cn(CCNC(=O)c2ccccc2)c2ccccc12)NCc1ccco1	0.8	-1.2	1.6	-0.4	1.1	0.7	-1.4	-3.1	3.5	-0.4	-9.6
COc1cccc(C(=O)NCCS(=O)(=O)NC(C)CCc2ccccc2)c1 (stereo not given)	-1.4	-0.9	-1.2	-1.7	-9.2	-1.0	5.9	-13.6	1.4	-0.9	5.7
COc1ccccc1C(=O)N1CCN(Cc2nc(CC3CC3)no2)CC1	0.8	-1.5	0.7	-0.9	-4.7	-0.4	1.5	-7.0	0.0	-1.2	-4.2
Cn1c(=O)c(=O)n(C)c2cc(S(=O)(=O)N3CCc4ccccc43)ccc21	-2.1	-0.1	-0.4	2.5	3.4	-1.1	2.2	-4.9	0.2	-3.2	1.3

Entries of single compounds as entered above.
Listed for `COc1ccc(C(=O)NC(=S)Nc2ccc(CN3CCOCC3)cc2)cc1Cl` : GAA850 FXN act = 1.3; ssDAF12 agonist = -1.4; DAX1 inh-1 = -2.7; hcDAF12 agonist = -3.4; PLCb3 inh = 3.1; DAX1 inh-2 = -1.4; PLCg1 inh = 0.9; ADAM10 inh = 4.0; hgDAF-12 ag = 0.1; ADAM17 inh = 0.7; HGIII-sPLA2 inh = -15.6
Listed for `COc1ccc2c(c1)C(C1C(=O)CCCC1=O)c1ccccc1O2` (stereo not given) : GAA850 FXN act = 0.5; ssDAF12 agonist = -0.5; DAX1 inh-1 = -0.3; hcDAF12 agonist = 0.5; PLCb3 inh = -7.5; DAX1 inh-2 = -1.5; PLCg1 inh = -6.2; ADAM10 inh = -12.3; hgDAF-12 ag = -0.1; ADAM17 inh = -10.1; HGIII-sPLA2 inh = 3.7
